Assay outcomes as filed in PubChem.
p53 PUMA act: restores mutant p53 pathway signaling in SW480 cells; SW480 PUMA-promoter luciferase, p53 mutant reactivation; activation, % at 9.98 µM; 1.5% of 28,000 active; AID 624151; in the data active = activation above about 52%
STK33 kin inh: blocks human STK33 kinase activity; Q9BYT3; ADP-Glo luminescence, MBP substrate; inhibition, % at 12.5 µM; 0.44% of 27,000 active; in the data active = inhibition above about 20%
Target sequence (Q9BYT3 whole entry, looked up): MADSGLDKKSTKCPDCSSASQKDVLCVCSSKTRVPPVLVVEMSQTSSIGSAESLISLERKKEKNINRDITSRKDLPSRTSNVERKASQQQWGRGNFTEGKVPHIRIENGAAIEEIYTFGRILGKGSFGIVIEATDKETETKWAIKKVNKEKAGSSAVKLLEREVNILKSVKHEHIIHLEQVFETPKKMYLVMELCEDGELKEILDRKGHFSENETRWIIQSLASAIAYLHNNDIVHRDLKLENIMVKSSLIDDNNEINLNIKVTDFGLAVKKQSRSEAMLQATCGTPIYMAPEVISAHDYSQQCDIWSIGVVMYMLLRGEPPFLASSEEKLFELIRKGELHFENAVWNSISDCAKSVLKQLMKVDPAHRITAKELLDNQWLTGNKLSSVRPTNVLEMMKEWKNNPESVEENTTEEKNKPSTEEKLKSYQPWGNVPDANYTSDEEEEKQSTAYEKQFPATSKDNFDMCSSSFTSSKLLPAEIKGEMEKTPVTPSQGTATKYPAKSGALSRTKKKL
* marks the source's active call; other numbers are inactive results; nt = no result given. This is a subset. The share of hits here may be higher or lower than overall.

smiles,p53 PUMA act,STK33 kin inh
C[C@@H]1CN([C@H](C)CO)C(=O)c2cccc(NC(=O)C3CCOCC3)c2O[C@H]1CN(C)C,0,nt
C[C@H](CO)N1C[C@H](C)[C@H](CN(C)CC2CC2)Oc2ncc(-c3cccc(C(=O)N(C)C)c3)cc2C1=O,0,nt
COc1ccc(NC(=O)Nc2ccc3c(c2)CC(=O)N([C@H](C)CO)C[C@@H](C)[C@H](CN(C)C(=O)NC(C)C)O3)cc1,nt,1
C[C@@H]1CN([C@@H](C)CO)C(=O)c2cc(C#CC3CCCC3)cnc2O[C@H]1CN(C)C(=O)C1CCC1,4,nt
C[C@@H]1CN([C@H](C)CO)C(=O)Cc2cc(NC(=O)NC3CCCCC3)ccc2O[C@H]1CN(C)C(=O)NC1CCCCC1,-1,-1
C[C@@H]1CN([C@H](C)CO)C(=O)Cc2cc(NC(=O)Cc3ccccc3)ccc2O[C@H]1CN(C)CC1CC1,-1,-1
COC(=O)c1sc2ncn(CC(=O)Nc3cccc(Cl)c3C)c(=O)c2c1C,-9,8
C[C@@H]1CN([C@@H](C)CO)C(=O)c2cc(NS(=O)(=O)c3cccs3)ccc2O[C@@H]1CN(C)C(=O)Nc1ccc(F)cc1,-8,1
CC(C)NC(=O)N(C)C[C@@H]1Oc2ncc(C#Cc3ccccc3)cc2C(=O)N([C@H](C)CO)C[C@@H]1C,nt,0
CS(=O)(=O)N(CC(=O)Nc1cccc(F)c1)c1cccc(F)c1,12,0

Continuation.
smiles,p53 PUMA act,STK33 kin inh
COc1ccc(NC(=O)Nc2ccc3c(c2)CC(=O)N([C@H](C)CO)C[C@@H](C)[C@H](CN(C)S(=O)(=O)c2cn(C)cn2)O3)cc1,nt,2
O=C(CCN1C(=O)C2C3C=CC(C3)C2C1=O)Nc1cccc2ccccc12 (stereo not drawn),-10,3
Cc1noc(C)c1NC(=O)N(C)C[C@H]1Oc2ccc(NS(=O)(=O)c3ccccc3)cc2C(=O)N([C@@H](C)CO)C[C@@H]1C,nt,3
C[C@H](CO)N1C[C@H](C)[C@H](CN(C)Cc2ccccc2)Oc2ccc(NC(=O)NC3CCCCC3)cc2C1=O,nt,0
CC(C)=CC1C(C(=O)O)C1(C)C (stereo not drawn),5,0
C[C@@H]1CN([C@H](C)CO)C(=O)Cc2cc(NS(=O)(=O)c3ccc(F)cc3)ccc2O[C@@H]1CN(C)S(=O)(=O)c1cccs1,nt,-2
CCOc1cc(S(=O)(=O)NCc2ccco2)c(C)cc1C,0,1
C[C@H](CO)N1C[C@H](C)[C@@H](CN(C)C(=O)Nc2cccc3ccccc23)Oc2c(NS(=O)(=O)c3ccc(Cl)cc3)cccc2C1=O,-11,nt
Cc1noc(C)c1NC(=O)Nc1ccc2c(c1)C(=O)N([C@H](C)CO)C[C@H](C)[C@@H](CN(C)Cc1ccccc1)OCCCC[C@@H](C)O2,nt,0
C[C@@H]1CN([C@H](C)CO)C(=O)Cc2cc(NC(=O)NC3CCCCC3)ccc2O[C@@H]1CN(C)C(=O)Nc1ccc2c(c1)OCO2,0,1

2 compounds picked at random from the list so far:
smiles,p53 PUMA act,STK33 kin inh
C[C@H](CO)N1C[C@H](C)[C@@H](CN(C)C(=O)Nc2cccc3ccccc23)Oc2c(NS(=O)(=O)c3ccc(Cl)cc3)cccc2C1=O,-11,nt
C[C@@H]1CN([C@H](C)CO)C(=O)Cc2cc(NC(=O)NC3CCCCC3)ccc2O[C@@H]1CN(C)C(=O)Nc1ccc2c(c1)OCO2,0,1

Other results:
smiles,p53 PUMA act,STK33 kin inh
Cc1ccc(S(=O)(=O)N(C)C[C@H]2Oc3ncc(C#CC4(O)CCCC4)cc3C(=O)N([C@@H](C)CO)C[C@@H]2C)cc1,13,nt
Cc1cccc(-n2c(N)cc(=O)nc2SCC(=O)N(c2ccccc2)c2ccccc2)c1,11,1
C[C@@H]1CN([C@H](C)CO)C(=O)Cc2cc(NC(=O)Cn3cnnn3)ccc2O[C@@H]1CN(C)C(=O)Nc1ccc(F)cc1,10,-2
C[C@H]1CN([C@@H](C)CO)C(=O)c2cc(NS(=O)(=O)c3ccc(Cl)cc3)ccc2O[C@H]1CN(C)C(=O)Nc1ccc2c(c1)OCO2,4,2
C[C@H](CO)N1C[C@H](C)[C@H](CN(C)S(=O)(=O)c2ccc(Cl)cc2)Oc2ccc(NS(=O)(=O)c3ccc(F)cc3)cc2C1=O,nt,-8
C[C@H]1CN([C@@H](C)CO)C(=O)CCCn2cc(nn2)CO[C@@H]1CN(C)S(C)(=O)=O,nt,2
C[C@@H]1CN([C@@H](C)CO)C(=O)c2cccc(NS(=O)(=O)c3cn(C)cn3)c2O[C@H]1CN(C)Cc1ccc(Oc2ccccc2)cc1,6,nt
CNC[C@H]1Oc2ccc(N(C)C)cc2C(=O)N([C@@H](C)CO)C[C@H]1C,nt,1
Cc1ccc(S(=O)(=O)Nc2ccc3c(c2)C(=O)N([C@H](C)CO)C[C@H](C)[C@@H](CN(C)C(=O)Nc2ccc(F)cc2)OCCCC[C@@H](C)O3)cc1,nt,6
C[C@H](CO)N1C[C@H](C)[C@@H](CN(C)S(=O)(=O)c2cccs2)OCCCC[C@H](C)Oc2ccc(NC(=O)Nc3ccc(C(F)(F)F)cc3)cc2C1=O,-41,nt

(next part)
smiles,p53 PUMA act,STK33 kin inh
Cc1ccc(S(=O)(=O)Nc2ccc3c(c2)CC(=O)N([C@H](C)CO)C[C@@H](C)[C@H](CN(C)S(=O)(=O)c2ccc(Cl)cc2)O3)cc1,nt,0
C[C@@H]1CN([C@@H](C)CO)C(=O)c2cc(-c3ccc(F)cc3)cnc2O[C@H]1CN(C)C(=O)Cc1ccccc1,5,nt
CC(C)NC(=O)N(C)C[C@@H]1Oc2ccc(NC(=O)CCN3CCOCC3)cc2C(=O)N([C@@H](C)CO)C[C@H]1C,5,nt
Cn1c(SCC(=O)Nc2cc(Cl)cc(Cl)c2)nnc1-c1ccc(Cl)cc1Cl,-22,-3
C[C@H]1CCCCO[C@H](CN(C)Cc2ccncc2)[C@@H](C)CN([C@@H](C)CO)C(=O)c2cc(NC(=O)c3ccncc3)ccc2O1,-6,nt
COc1ccc(CN=Cc2ccc(C(F)(F)F)cc2)cc1,3,nt
C/C=C(/C)C(=O)O[C@H]1[C@H](OC(=O)/C(C)=C\C)[C@]2(CO)[C@H](O)C[C@]3(C)C(=CCC4[C@@]5(C)CC[C@H](OC6OC(C(=O)O)C(O)C(OC7OC(C)C(O)C(OC8OC(CO)C(O)C(O)C8O)C7O)C6O)C(C)(C)C5CC[C@]43C)[C@@H]2CC1(C)C (stereo partly drawn),nt,-3
COc1ccc(O)c(C(c2c[nH]c3ccccc23)c2c[nH]c3ccccc23)c1,-10,-1
C[C@H]1CN([C@@H](C)CO)C(=O)c2cc(NC(=O)Nc3ccc(F)cc3)ccc2O[C@@H]1CN(C)C(=O)Nc1ccccc1,nt,6
CCc1nnc(NC(=O)CSc2nc(-c3ccccc3)cc(C(F)(F)F)c2C#N)s1,nt,0

The listing continues:
smiles,p53 PUMA act,STK33 kin inh
COc1ccc(NC(=O)N(C)C[C@@H]2OCCCC[C@H](C)Oc3ccc(NC(=O)Cc4ccccc4)cc3C(=O)N([C@H](C)CO)C[C@H]2C)cc1,-20,nt
COc1ccccc1NC(=O)c1cnc(Nc2nc3ccccc3o2)nc1C,32,1
Cc1ccc(S(=O)(=O)Nc2ccc3c(c2)CC(=O)N([C@@H](C)CO)C[C@H](C)[C@@H](CN(C)C(=O)Nc2cccc4ccccc24)O3)cc1,nt,-1
COc1ccc(NC(=O)Nc2ccc3c(c2)CC(=O)N([C@@H](C)CO)C[C@H](C)[C@H](CN(C)S(=O)(=O)c2ccc(OC)cc2)O3)cc1,nt,-1
O=C(C[C@H]1C[C@H]2c3cc(NC(=O)Nc4ccccc4F)ccc3O[C@H]2[C@H](CO)O1)NCCc1ccccc1,3,nt
C[C@H]1CN([C@@H](C)CO)C(=O)c2cc(NC(=O)Cn3cnnn3)ccc2O[C@@H]1CN(C)C,nt,-14
COc1cccc(S(=O)(=O)N(C)C[C@H]2OCc3cnnn3CCCC(=O)N([C@H](C)CO)C[C@H]2C)c1,4,4
C/C=C/c1cnc2c(c1)C(=O)N([C@@H](C)CO)C[C@@H](C)[C@H](CN(C)Cc1ccccc1F)O2,8,nt
Cc1cc(Cl)c(S(=O)(=O)Nc2ccc3c(c2)CCC3)cc1OCC(N)=O,-9,3
C[C@@H]1CCCCO[C@H](CN(C)C(=O)Nc2ccc3c(c2)OCO3)[C@@H](C)CN([C@H](C)CO)C(=O)c2cc(NC(=O)CCC(F)(F)F)ccc2O1,nt,-2

Additional structures.
smiles,p53 PUMA act,STK33 kin inh
COc1ccc(CN(C)C[C@@H]2Oc3ccc(NC(=O)c4ccncc4)cc3C(=O)N([C@@H](C)CO)C[C@H]2C)cc1,6,nt
C[C@H](CO)N1C[C@H](C)[C@@H](CN(C)Cc2ccccc2)Oc2c(NC(=O)Nc3ccc(F)cc3)cccc2C1=O,0,nt
Cc1ccc(S(=O)(=O)Nc2ccc3c(c2)C(=O)N([C@H](C)CO)C[C@H](C)[C@@H](CN(C)C(=O)Nc2ccccc2)OCCCC[C@@H](C)O3)cc1,nt,-3
COc1c(O)cc2oc(-c3ccc(O)c(O)c3)cc(=O)c2c1O,90*,40*
COc1ccc(OC)c(NC(=O)c2ccc(CSc3nnnn3C)cc2)c1,29,5
Cc1noc(C)c1S(=O)(=O)N(C)C[C@H]1Oc2ccc(NS(=O)(=O)c3cccs3)cc2CC(=O)N([C@H](C)CO)C[C@@H]1C,4,nt
CCCC(O)C#Cc1cnc2c(c1)C(=O)N([C@H](C)CO)C[C@H](C)[C@H](CN(C)S(=O)(=O)c1ccc(C#N)cc1)O2 (stereo partly drawn),nt,2
CC(C)NC(=O)Nc1ccc2c(c1)CC(=O)N([C@@H](C)CO)C[C@H](C)[C@@H](CN(C)C)O2,nt,1
C[C@@H]1CN([C@@H](C)CO)C(=O)Cc2cc(NC(=O)CCCN(C)C)ccc2O[C@@H]1CN(C)C,-1,nt
O=C(CSc1ncnc2sc3c(c12)CCCC3)Nc1cccc(F)c1,13,1

(cont.)
smiles,p53 PUMA act,STK33 kin inh
C[C@@H]1CN([C@H](C)CO)C(=O)Cc2cc(NC(=O)Cc3cn(C)c4ccccc34)ccc2O[C@@H]1CN(C)S(=O)(=O)c1ccccc1,-16,0
Cc1noc(C)c1NC(=O)N(C)C[C@@H]1OCCCC[C@@H](C)Oc2ccc(NS(C)(=O)=O)cc2C(=O)N([C@H](C)CO)C[C@H]1C,4,nt
C[C@H]1CN([C@@H](C)CO)C(=O)Cc2cc(NC(=O)Nc3cccc4ccccc34)ccc2O[C@H]1CN(C)C(=O)Nc1cccc2ccccc12,-5,nt
COc1ccccc1-c1cnc2c(c1)C(=O)N([C@H](C)CO)C[C@@H](C)[C@@H](CN(C)Cc1cccc(F)c1)O2,5,nt
C[C@H](CO)N1C[C@H](C)[C@H](CN(C)C(=O)Nc2ccc3c(c2)OCO3)Oc2ccc(NC(=O)CCN3CCOCC3)cc2CC1=O,11,1
COc1ccc(OC)c(NC(=O)Cn2nc([N+](=O)[O-])cc2C)c1,2,4
Cc1ccc(S(=O)(=O)Nc2ccc3c(c2)C(=O)N([C@H](C)CO)C[C@H](C)[C@H](CN(C)C(=O)Nc2ccccc2)O3)cc1,nt,-1
COc1ccc(S(=O)(=O)Nc2ccc3c(c2)C(=O)N([C@H](C)CO)C[C@H](C)[C@H](CN(C)S(=O)(=O)c2ccccc2)OCCCC[C@H](C)O3)cc1,-20,nt
C=CCNC(=O)[C@@H]1[C@H]2C(=O)O[C@H](c3ccccc3)[C@H](c3ccccc3)N2[C@H](c2ccccc2OCCO)[C@@]12C(=O)N(C(=O)OCCOC)c1ccc(C#Cc3ccc(OC)cc3)cc12,nt,9
Cn1c(SCC(=O)Nc2ccc(C(N)=O)cc2)nnc1-c1ccccn1,-6,3

Next results
smiles,p53 PUMA act,STK33 kin inh
COc1ccc(C(=O)CSc2nc3nc(C)cc(C)n3n2)cc1OC,-3,-3
CNC[C@@H]1Oc2c(NS(=O)(=O)c3cccs3)cccc2C(=O)N([C@H](C)CO)C[C@@H]1C,-2,nt
C[C@@H]1CN([C@@H](C)CO)C(=O)c2cc(NC(=O)Cn3cnnn3)ccc2O[C@H]1CN(C)C(=O)Nc1ccc(C(F)(F)F)cc1,nt,0
CC1(C)CC[C@]2(C(=O)O[C@@H]3O[C@H](CO)[C@@H](O)[C@H](O)[C@H]3O)CC[C@]3(C)C(=CCC4[C@@]5(C)C[C@@H](O)[C@H](O)[C@@](C)(CO)C5[C@H](O)C[C@]43C)C2[C@@H]1O (stereo partly drawn),nt,4
C[C@@H]1CN([C@H](C)CO)C(=O)c2cccc(NC(=O)c3cnccn3)c2O[C@H]1CN(C)Cc1ccncc1,3,nt
COc1ccc(NC(=O)Nc2ccc3c(c2)C(=O)N([C@H](C)CO)C[C@@H](C)[C@H](CN(C)S(=O)(=O)c2ccc(OC)cc2)O3)cc1,-1,2
C[C@H]1CN([C@@H](C)CO)S(=O)(=O)c2ccc(C#CC3CCCC3)cc2O[C@H]1CN(C)Cc1ccccc1C(=O)O,-6,nt
C[C@@H]1CN([C@@H](C)CO)C(=O)c2cccc(NC(=O)Nc3ccc(C(F)(F)F)cc3)c2O[C@@H]1CN(C)C(=O)NC1CCCCC1,4,nt
COc1ccc(S(=O)(=O)Nc2ccc3c(c2)C(=O)N([C@@H](C)CO)C[C@H](C)[C@H](CN(C)S(=O)(=O)c2ccc(OC)cc2)O3)cc1,7,-4
C[C@@H]1CN([C@@H](C)CO)C(=O)Cc2cc(NS(=O)(=O)c3cn(C)cn3)ccc2O[C@@H]1CN(C)CC1CCCCC1,nt,1

Three entries from above, arranged by SMILES length, descending:
smiles,p53 PUMA act,STK33 kin inh
C[C@@H]1CN([C@@H](C)CO)C(=O)c2cc(NC(=O)Cn3cnnn3)ccc2O[C@H]1CN(C)C(=O)Nc1ccc(C(F)(F)F)cc1,nt,0
C[C@H]1CN([C@@H](C)CO)S(=O)(=O)c2ccc(C#CC3CCCC3)cc2O[C@H]1CN(C)Cc1ccccc1C(=O)O,-6,nt
C[C@@H]1CN([C@H](C)CO)C(=O)c2cccc(NC(=O)c3cnccn3)c2O[C@H]1CN(C)Cc1ccncc1,3,nt
